Compound activity deposited in PubChem by several laboratories.
CHRM5 antagonist – blocks acetylcholine activation of human M5 receptor | P08912 | CHO-hM5 cells, Fluo-8 calcium fluorescence, ACh EC80 | inhibition, % at 3 µM | 360,000 compounds, 0.59% hits;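 active means inhibition above a per-plate cutoff, the mean of that plate's test compounds plus 3 SD, cut at about 27% in these data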;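 further: 0% = acetylcholine EC80 with DMSO and 100% = DMSO without agonist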
CHRM4 PAM – CHRM4 positive allosteric modulation; 360,000 compounds, 0.4% hits; CHO-K1 hM4/Gqi5, Fluo-8 calcium fluorescence, ACh EC20; 0% = ACh EC20, 100% = maximal ACh; activation, % at 3 µM;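 active means activation above its plate's cutoff, the mean activation of sample wells plus 3 SD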; further: some results filed as inactive read as strong as hits
Target sequence (P08173 whole entry, looked up): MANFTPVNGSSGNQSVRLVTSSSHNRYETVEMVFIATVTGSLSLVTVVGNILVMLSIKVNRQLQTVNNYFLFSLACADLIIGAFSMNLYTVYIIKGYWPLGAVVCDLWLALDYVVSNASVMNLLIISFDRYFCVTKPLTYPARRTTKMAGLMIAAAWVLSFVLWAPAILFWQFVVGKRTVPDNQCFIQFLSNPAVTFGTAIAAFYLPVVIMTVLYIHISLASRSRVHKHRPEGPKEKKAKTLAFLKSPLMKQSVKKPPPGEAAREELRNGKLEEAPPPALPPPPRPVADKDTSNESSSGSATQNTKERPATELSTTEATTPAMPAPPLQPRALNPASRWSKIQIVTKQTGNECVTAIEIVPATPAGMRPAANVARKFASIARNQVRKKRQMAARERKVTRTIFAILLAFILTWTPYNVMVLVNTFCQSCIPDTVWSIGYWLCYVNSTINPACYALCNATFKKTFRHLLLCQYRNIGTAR
M4 ag – CHRM4 agonism in calcium assay | P08173 | CHO-K1 hM4/Gqi5, Fluo-8 calcium fluorescence; vehicle 0%, full acetylcholine response 100% | activation, % at 3 µM | 360,000 compounds, 0.14% hits | AID 624127;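 active means activation above the run mean over all test wells plus 3 SD, cut at about 32% in these data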;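 further: peak over basal fluorescence ratio per well then scaled between controls; 0% = DMSO wells and 100% = acetylcholine at EC100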
CHRM5 PAM – positive allosteric modulators of human muscarinic M5 receptor; P08912; CHO-K1 hM5, Fluo-8 calcium, ACh EC20 PAM; 0% = ACh EC20, 100% = ACh EC100; activation, % at 3 µM; 360,000 compounds, 0.3% hits; AID 624038;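 active means activation above the run cutoff, the mean activation of all test compounds plus 3 SD, cut at about 18% in these data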
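Measured by: Fluo-8 calcium fluorescence; material: human M5 receptor in CHO-K1 cells; schedule: Post-acetylcholine fluorescence recording 140 s; benchmarks: low control EC20 acetylcholine (0%), high control EC100 acetylcholine (100%); read-out: Max/basal fluorescence ratio as % of EC20–EC100 ACh window; compound: single dose, 3 µM nominal final test concentration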
CHRM1 antagonist – blocks human M1 muscarinic receptor. CHO-K1 hM1, Fluo-8 calcium fluorescence, ACh EC80 antagonist. 360,000 compounds, 1.3% hits. inhibition, % at 3 µM;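 active means percent inhibition above its own plate's cutoff, namely the mean of that plate's compound wells plus 3 SD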;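 further: peak over basal fluorescence ratio during 140 s after agonist addition; 0% = ACh EC80 plus DMSO and 100% = DMSO alone without agonist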
Target sequence (P11229 whole entry, looked up): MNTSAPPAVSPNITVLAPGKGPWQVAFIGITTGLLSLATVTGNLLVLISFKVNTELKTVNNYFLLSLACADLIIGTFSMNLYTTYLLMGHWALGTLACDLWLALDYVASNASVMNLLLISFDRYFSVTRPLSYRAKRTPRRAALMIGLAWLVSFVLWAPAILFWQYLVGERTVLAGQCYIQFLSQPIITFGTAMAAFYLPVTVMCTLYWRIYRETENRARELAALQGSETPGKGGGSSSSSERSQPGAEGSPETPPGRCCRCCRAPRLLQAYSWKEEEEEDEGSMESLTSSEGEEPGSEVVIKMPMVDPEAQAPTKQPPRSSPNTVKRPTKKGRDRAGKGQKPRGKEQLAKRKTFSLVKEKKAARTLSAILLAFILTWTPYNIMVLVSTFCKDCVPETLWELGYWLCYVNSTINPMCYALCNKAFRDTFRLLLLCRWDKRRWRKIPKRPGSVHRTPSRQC
M4 antag – blocks acetylcholine activation of human M4 receptor; CHO-hM4 cells, ACh EC80, Fluo-8 calcium fluorescence; AID 624125; inhibition, % at 3 µM; 360,000 compounds, 0.73% hits; P08173;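 active means inhibition above its plate's cutoff, the mean inhibition of sample wells plus 3 SD, cut at about 27% in these data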;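 further: 0% = acetylcholine EC80 with DMSO and 100% = DMSO without agonist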
M1 PAM – potentiates human M1 receptor response to acetylcholine | activation, % at 3 µM | 360,000 compounds, 0.088% hits | CHO-K1 hM1, Fluo-8 calcium fluorescence, ACh EC20; 0% = ACh EC20, 100% = maximal ACh; in the data active means activation above about 19%, passing the limit was not always enough
CHRM5 agonist – CHRM5 agonism in calcium assay | P08912 | activation, % at 3 µM | 360,000 compounds, 0.19% hits | CHO-K1 hM5 cells, Fluo-8 calcium fluorescence; 0% DMSO wells, 100% maximal acetylcholine response;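 active means activation above the run's mean over test compounds plus 3 SD, cut at about 23% in these data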;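 further: signal is peak over basal fluorescence ratio across the kinetic read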
CRFBP-R2 agonist – CRF-BP/CRF-R2 complex agonism. HEK293 CRF-R2/CRF-BP, calcium dye fluorescence (FLIPR); percent of saturating CRF peptide response. activation, % at 13.2 µM. 350,000 compounds, 0.46% hits. AID 588473;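 active means activation of at least 50%, plus an integration ratio under a set limit after plate pattern correction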;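 further: plate controls were neutral control wells without compound for no effect and CRF at EC100 for full effect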
Starred values were filed as active, the others as inactive.

Results for CCCNC(=O)c1nn2c(C(F)(F)F)cc(-c3ccccc3)nc2c1Br ?
CHRM5 antagonist: 17; CHRM4 PAM: -5; M4 ag: 0; CHRM5 PAM: 6; CHRM1 antagonist: 9; M4 antag: 0; M1 PAM: 0; CHRM5 agonist: -3; CRFBP-R2 agonist: -0.3

Results for COCCNC(=O)C(=O)Nc1cc2c3c(c1)CCC(=O)N3CCC2 ?
CHRM5 antagonist: 9; CHRM4 PAM: 5; M4 ag: 0; CHRM5 PAM: -1; CHRM1 antagonist: -4; M4 antag: 4; M1 PAM: 9; CHRM5 agonist: -2; CRFBP-R2 agonist: -0.3

Results for O=C(OC1CCOC1=O)c1ccc2ncsc2c1 (stereo unspecified) ?
CHRM5 antagonist: -7; CHRM4 PAM: 8; M4 ag: 0; CHRM5 PAM: 2; CHRM1 antagonist: -5; M4 antag: 3; M1 PAM: 7; CHRM5 agonist: -2; CRFBP-R2 agonist: 0.3

What do the screens show for `CCOc1ccc(-c2nonc2NC(=O)c2ccco2)cc1`?
CHRM5 antagonist: 2; CHRM4 PAM: 10; M4 ag: -1; CHRM5 PAM: -2; CHRM1 antagonist: -15; M4 antag: -1; M1 PAM: 11; CHRM5 agonist: -4; CRFBP-R2 agonist: -1.1

Results for CC(C)c1ccc(/C=C/c2ccc(=O)n(C)n2)cc1 ?
CHRM5 antagonist: 11; CHRM4 PAM: -3; M4 ag: 1; CHRM5 PAM: 0; CHRM1 antagonist: -4; M4 antag: 7; M1 PAM: -3; CHRM5 agonist: -7; CRFBP-R2 agonist: -0.6

What do the screens show for `Cc1cccc(OCCCC(=O)NC2CCCCC2)c1`?
CHRM5 antagonist: -5; CHRM4 PAM: 0; M4 ag: 1; CHRM5 PAM: 2; CHRM1 antagonist: -1; M4 antag: -3; M1 PAM: -2; CHRM5 agonist: -1; CRFBP-R2 agonist: -1.5

How did O=c1[nH]c2cc([N+](=O)[O-])c([N+](=O)[O-])cc2[nH]c1=O do in these assays?
CHRM5 antagonist: 21; CHRM4 PAM: -10; M4 ag: 11; CHRM5 PAM: -17; CHRM1 antagonist: 13; M4 antag: 6; M1 PAM: -9; CHRM5 agonist: 0; CRFBP-R2 agonist: -2.1

Results for CC1(C(=O)NS(=O)(=O)c2cccc(Cl)c2)CCN1C(=O)c1ccccc1CCc1ccccc1 (stereo unspecified) ?
CHRM5 antagonist: 5; CHRM4 PAM: 0; M4 ag: 0; CHRM5 PAM: 0; CHRM1 antagonist: -1; M4 antag: -4; M1 PAM: 0; CHRM5 agonist: 0

What do the screens show for `COc1cc(-c2nc3cnccn3c2NC(C)(C)CC(C)(C)C)ccc1O`?
CHRM5 antagonist: -2; CHRM4 PAM: 3; M4 ag: 0; CHRM5 PAM: 3; CHRM1 antagonist: -16; M4 antag: -7; M1 PAM: 9; CHRM5 agonist: -6; CRFBP-R2 agonist: -2.8

What do the screens show for `COc1cccc(-c2cc(C(F)(F)F)n3nc(C(=O)Nc4c(C)n(C)n(-c5ccccc5)c4=O)cc3n2)c1`?
CHRM5 antagonist: 10; CHRM4 PAM: 0; M4 ag: 1; CHRM5 PAM: 0; CHRM1 antagonist: -17; M4 antag: 2; M1 PAM: 10; CHRM5 agonist: -1; CRFBP-R2 agonist: -0.6

How did COc1ccc(Cl)cc1NC(=S)NCCc1c[nH]c2ccccc12 do in these assays?
CHRM5 antagonist: 1; CHRM4 PAM: -19; M4 ag: 18; CHRM5 PAM: -19; CHRM1 antagonist: 18; M4 antag: 19; M1 PAM: -14; CHRM5 agonist: 4; CRFBP-R2 agonist: 0.4

What do the screens show for `CCOc1ccc(NC(=O)COC(=O)c2ccc3c(c2)OCCO3)cc1`?
CHRM5 antagonist: 12; CHRM4 PAM: 4; M4 ag: 1; CHRM5 PAM: -3; CHRM1 antagonist: -2; M4 antag: 7; M1 PAM: 4; CHRM5 agonist: 1; CRFBP-R2 agonist: 0.5

How did O=C(O)C1C2CCC(C2)C1C(=O)NCCc1ccc(F)cc1 (stereo unspecified) do in these assays?
CHRM5 antagonist: 1; CHRM4 PAM: -1; M4 ag: 0; CHRM5 PAM: 6; CHRM1 antagonist: 14; M4 antag: -5; M1 PAM: -5; CHRM5 agonist: 5; CRFBP-R2 agonist: -2.4

How did CC(=O)Nc1ccc(N(C(=O)Cc2c[nH]c3ccccc23)C(C(=O)NC2CCCCC2)c2ccco2)cc1 (stereo unspecified) do in these assays?
CHRM5 antagonist: 3; CHRM4 PAM: -2; M4 ag: 1; CHRM5 PAM: 5; CHRM1 antagonist: -5; M4 antag: -5; M1 PAM: 6; CHRM5 agonist: -3; CRFBP-R2 agonist: -7.1

Results for CS(=O)(=O)N(CC(=O)N1CCC(C(N)=O)CC1)c1cc(C(F)(F)F)ccc1Cl ?
CHRM5 antagonist: -4; CHRM4 PAM: 10; M4 ag: 1; CHRM5 PAM: 2; CHRM1 antagonist: 1; M4 antag: 0; M1 PAM: 5; CHRM5 agonist: -1; CRFBP-R2 agonist: 1.4

What do the screens show for `CCN(CC)CCNC(=O)Cn1c(C)cc2ccccc2c1=O`?
CHRM5 antagonist: -1; CHRM4 PAM: 1; M4 ag: 0; CHRM5 PAM: 10; CHRM1 antagonist: -15; M4 antag: -5; M1 PAM: 13; CHRM5 agonist: -8; CRFBP-R2 agonist: 0.0

Results for CCCNC(=O)C1(C)CCCN(C(=O)c2cc(C(C)(C)C)nn2C)C1 (stereo unspecified) ?
CHRM5 antagonist: 2; CHRM4 PAM: -2; M4 ag: 1; CHRM5 PAM: -2; CHRM1 antagonist: -9; M4 antag: -7; M1 PAM: 2; CHRM5 agonist: 1

What do the screens show for `COC(=O)Cn1nc(-c2ccccc2)c2ccccc21`?
CHRM5 antagonist: 9; CHRM4 PAM: -5; M4 ag: 4; CHRM5 PAM: -10; CHRM1 antagonist: 11; M4 antag: 1; M1 PAM: -8; CHRM5 agonist: 4; CRFBP-R2 agonist: -0.5

How did CCOc1ccc(NC(=O)NC(C)CC)cc1 (stereo unspecified) do in these assays?
CHRM5 antagonist: 2; CHRM4 PAM: 2; M4 ag: 0; CHRM5 PAM: -3; CHRM1 antagonist: -4; M4 antag: -9; M1 PAM: 8; CHRM5 agonist: -1; CRFBP-R2 agonist: -3.2

Results for O=C(NCc1cccnc1)c1cc2ccccc2oc1=O ?
CHRM5 antagonist: 1; CHRM4 PAM: -1; M4 ag: 0; CHRM5 PAM: -4; CHRM1 antagonist: -10; M4 antag: -1; M1 PAM: 6; CHRM5 agonist: -1; CRFBP-R2 agonist: -3.2

Gathered by group: the compounds so far containing a tert-butyl group
What do the screens show for `COc1cc(-c2nc3cnccn3c2NC(C)(C)CC(C)(C)C)ccc1O`?
CHRM5 antagonist: -2; CHRM4 PAM: 3; M4 ag: 0; CHRM5 PAM: 3; CHRM1 antagonist: -16; M4 antag: -7; M1 PAM: 9; CHRM5 agonist: -6; CRFBP-R2 agonist: -2.8

Results for CCCNC(=O)C1(C)CCCN(C(=O)c2cc(C(C)(C)C)nn2C)C1 (stereo unspecified) ?
CHRM5 antagonist: 2; CHRM4 PAM: -2; M4 ag: 1; CHRM5 PAM: -2; CHRM1 antagonist: -9; M4 antag: -7; M1 PAM: 2; CHRM5 agonist: 1

The list goes on:
How did CS(=O)(=O)N1CCN(c2ccc(NC(=O)Cc3ccccc3)cc2)CC1 do in these assays?
CHRM5 antagonist: -10; CHRM4 PAM: 7; M4 ag: 2; CHRM5 PAM: 2; CHRM1 antagonist: 2; M4 antag: -5; M1 PAM: 6; CHRM5 agonist: 2; CRFBP-R2 agonist: 0.4

How did c1ccc(CNc2ncnc3nc[nH]c23)nc1 do in these assays?
CHRM5 antagonist: 0; CHRM4 PAM: 10; M4 ag: 0; CHRM5 PAM: 3; CHRM1 antagonist: -10; M4 antag: -9; M1 PAM: 6; CHRM5 agonist: -1; CRFBP-R2 agonist: -1.2

Results for O=C(NCCc1ccc(Cl)cc1)C1CC(=O)N(CCc2ccccc2)C1 (stereo unspecified) ?
CHRM5 antagonist: 4; CHRM4 PAM: 4; M4 ag: 2; CHRM5 PAM: 1; CHRM1 antagonist: -1; M4 antag: -6; M1 PAM: 3; CHRM5 agonist: -3; CRFBP-R2 agonist: -3.3

What do the screens show for `Cc1cccnc1NC(=O)CCNC(=O)c1ccc(Br)cc1`?
CHRM5 antagonist: 1; CHRM4 PAM: -5; M4 ag: 0; CHRM5 PAM: -2; CHRM1 antagonist: 2; M4 antag: 8; M1 PAM: 1; CHRM5 agonist: -3; CRFBP-R2 agonist: -2.3

Results for Cc1ccccc1CN1CCN(CC(=O)NCc2ccccc2)CC1 ?
CHRM5 antagonist: -7; CHRM4 PAM: -1; M4 ag: 0; CHRM5 PAM: -3; CHRM1 antagonist: -16; M4 antag: 4; M1 PAM: 19; CHRM5 agonist: 2; CRFBP-R2 agonist: -1.2

How did c1ccc(-n2cc(CNCCc3cscn3)c(-c3ccc4c(c3)OCO4)n2)cc1 do in these assays?
CHRM5 antagonist: 12; CHRM4 PAM: -12; M4 ag: 4; CHRM5 PAM: -15; CHRM1 antagonist: -11; M4 antag: -5; M1 PAM: 3; CHRM5 agonist: -6; CRFBP-R2 agonist: 0.4

What do the screens show for `CCOC(=O)C1CCN(C(=O)c2ccc(N3CCOCC3)c([N+](=O)[O-])c2)CC1`?
CHRM5 antagonist: 2; CHRM4 PAM: 7; M4 ag: 1; CHRM5 PAM: -4; CHRM1 antagonist: 1; M4 antag: 5; M1 PAM: 5; CHRM5 agonist: 2; CRFBP-R2 agonist: -1.2

Results for COc1cc(OC)cc(C(=O)NC2CCSC2=O)c1 (stereo unspecified) ?
CHRM5 antagonist: 2; CHRM4 PAM: 17; M4 ag: 0; CHRM5 PAM: 1; CHRM1 antagonist: -5; M4 antag: 3; M1 PAM: 11; CHRM5 agonist: 0; CRFBP-R2 agonist: 1.9

How did CC(=O)N1CCN(Cc2cc(=O)n3cc(Cl)c(C)c(Cl)c3n2)CC1 do in these assays?
CHRM5 antagonist: -2; CHRM4 PAM: 15; M4 ag: 1; CHRM5 PAM: 1; CHRM1 antagonist: -10; M4 antag: 5; M1 PAM: 11; CHRM5 agonist: 0; CRFBP-R2 agonist: -1.5

What do the screens show for `COC(=O)C1CCN(C(=O)NC(C)(C)C)CC1`?
CHRM5 antagonist: 1; CHRM4 PAM: 0; M4 ag: 1; CHRM5 PAM: 4; CHRM1 antagonist: -24; M4 antag: -10; M1 PAM: 3; CHRM5 agonist: 13; CRFBP-R2 agonist: -0.1

What do the screens show for `CSCCC(NC(=O)c1ccccc1Br)C(=O)NCc1ccc(F)cc1` (stereo unspecified)?
CHRM5 antagonist: 3; CHRM4 PAM: -1; M4 ag: 2; CHRM5 PAM: -2; CHRM1 antagonist: -7; M4 antag: 4; M1 PAM: 3; CHRM5 agonist: -1; CRFBP-R2 agonist: 0.2

What do the screens show for `COc1ccc2cc(C(=O)C3CCCN(Cc4ccccn4)C3)ccc2c1` (stereo unspecified)?
CHRM5 antagonist: 8; CHRM4 PAM: -12; M4 ag: 3; CHRM5 PAM: -1; CHRM1 antagonist: 23; M4 antag: -1; M1 PAM: -16; CHRM5 agonist: -4; CRFBP-R2 agonist: -1.9

How did CCCOc1ccc(/C=C2/C(=O)ON=C2C)cc1OCC do in these assays?
CHRM5 antagonist: -5; CHRM4 PAM: 7; M4 ag: 0; CHRM5 PAM: 0; CHRM1 antagonist: -5; M4 antag: -15; M1 PAM: 10; CHRM5 agonist: -4; CRFBP-R2 agonist: 3.1
